Screening results (PubChem BioAssay)
PREPL inhibitor – inhibits the human prolyl oligopeptidase-like enzyme. Q4J6C6. recombinant PREPL, fluorescence polarization activity-based probe. inhibition, % at 5.96 µM. actives 0.68% (n = 320,000). AID 2751; in the data active = inhibition above about 43%;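 also: 0% = enzyme with DMSO and 100% = wells lacking enzyme; many of its hits are not listed in these tables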
pPAFAH inh – pPAFAH (human) enzyme inhibition; recombinant pPAFAH, FP-rhodamine probe fluorescence polarization; AID 463082; actives 1.5% (n = 330,000); Q13093; inhibition, % at 3.39 µM;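 active = inhibition above the mean inhibition across the screen plus 3 SD, cut at about 25% in these data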;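 also: inhibitors block binding of the rhodamine activity-based probe so polarization drops; 0% = enzyme with DMSO and 100% = wells lacking pPAFAH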
LYPLA2 inh – LYPLA2 (human) inhibition in PME1 counter-screen | O95372 | recombinant LYPLA2, FP-Rh probe fluorescence polarization | inhibition, % at 5.9 µM | actives 0.38% (n = 320,000) | AID 2177;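 active = inhibition above the screen-wide mean plus 3 SD, limit set per campaign, cut at about 26% in these data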;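 also: 0% = LYPLA2 with DMSO and 100% = wells lacking LYPLA2 enzyme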
Target sequence (O95372 whole entry, looked up): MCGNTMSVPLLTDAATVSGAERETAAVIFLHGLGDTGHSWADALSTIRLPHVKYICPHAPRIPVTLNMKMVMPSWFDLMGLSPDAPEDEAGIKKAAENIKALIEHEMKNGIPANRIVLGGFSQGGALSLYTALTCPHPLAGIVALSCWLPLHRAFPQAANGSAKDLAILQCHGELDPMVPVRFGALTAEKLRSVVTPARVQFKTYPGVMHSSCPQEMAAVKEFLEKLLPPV
PAFAH1B3 FP inh – inhibitors of human PAFAH1B3; Q15102; recombinant PAFAH1B3, FP-rhodamine probe, fluorescence polarization; inhibition, % at 3.39 µM; actives 0.28% (n = 340,000); AID 492972;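 active = inhibition above the screen-wide average of all tested compounds plus 3 SD, cut at about 25% in these data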;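 also: 0% = enzyme with DMSO only and 100% = wells lacking PAFAH1B3 protein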
Target sequence (Q15102 whole entry, looked up): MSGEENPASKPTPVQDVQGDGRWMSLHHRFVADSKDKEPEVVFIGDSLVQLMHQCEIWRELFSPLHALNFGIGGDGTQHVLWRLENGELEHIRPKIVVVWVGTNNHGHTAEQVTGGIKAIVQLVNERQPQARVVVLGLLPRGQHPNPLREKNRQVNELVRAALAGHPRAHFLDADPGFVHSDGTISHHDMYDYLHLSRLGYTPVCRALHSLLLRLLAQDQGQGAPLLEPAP
GSTO1 inh – counter-screen for RBBP9 inhibitors: inhibitors of human GSTO1 | P78417 | recombinant GSTO1, activity-based probe fluorescence polarization | inhibition, % at 5.96 µM | actives 1.1% (n = 300,000);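 active = inhibition above the campaign mean inhibition plus 3 SD, cut at about 35% in these data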;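 also: 0% = GSTO1-1 with DMSO and 100% = wells lacking GSTO1-1 enzyme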
Target sequence (P78417 whole entry, looked up): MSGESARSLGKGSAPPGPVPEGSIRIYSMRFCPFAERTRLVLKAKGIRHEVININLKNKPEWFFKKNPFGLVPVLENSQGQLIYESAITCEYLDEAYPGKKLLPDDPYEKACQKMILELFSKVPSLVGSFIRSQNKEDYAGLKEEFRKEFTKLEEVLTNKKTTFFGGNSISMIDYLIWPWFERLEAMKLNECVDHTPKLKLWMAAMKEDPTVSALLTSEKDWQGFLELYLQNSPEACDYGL
LYPLA1 inh – counter-screen for PME1 inhibitors: inhibitors of human LYPLA1. recombinant LYPLA1, FP-Rh probe fluorescence polarization. O75608. inhibition, % at 5.9 µM. AID 2174. actives 0.16% (n = 320,000);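 active = inhibition above the mean of all tested compounds plus 3 SD, set per campaign, cut at about 14% in these data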;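 also: inhibitors block serine hydrolase probe labeling of LYPLA1 so polarization falls; 0% = enzyme with DMSO and 100% = wells lacking LYPLA1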
Target sequence (O75608 whole entry, looked up): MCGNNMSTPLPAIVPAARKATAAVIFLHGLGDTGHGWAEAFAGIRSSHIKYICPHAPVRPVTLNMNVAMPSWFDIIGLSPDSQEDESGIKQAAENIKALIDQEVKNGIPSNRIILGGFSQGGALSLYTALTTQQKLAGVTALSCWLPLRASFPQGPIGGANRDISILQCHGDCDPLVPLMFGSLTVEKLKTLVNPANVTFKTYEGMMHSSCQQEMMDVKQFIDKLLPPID
PAFAH2 inh – PAFAH2 (human) inhibition | AID 492956 | inhibition, % at 3.39 µM | actives 0.99% (n = 340,000) | recombinant PAFAH2, FP-rhodamine activity probe, fluorescence polarization | Q99487;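 active = inhibition above the mean over all tested compounds plus 3 SD, cut at about 30% in these data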;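 also: inhibitors block probe labeling of enzyme so polarization drops; 0% = enzyme with DMSO and 100% = wells lacking PAFAH2 protein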
PAD4 inh – inhibitors of human PAD4. recombinant PAD4, RCA probe fluorescence polarization. AID 485272. Q9UM07. actives 0.41% (n = 330,000). inhibition, % at 6.36 µM;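 active = percent inhibition above a cutoff equal to the mean of all tested compounds plus 3 SD, cut at about 15% in these data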;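 also: 0% = PAD4 with RCA probe and DMSO and 100% = probe without PAD4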
PAFAH1B2 inh – blocks human PAF acetylhydrolase 1b catalytic subunit 2. AID 492953. actives 1.2% (n = 340,000). inhibition, % at 3.39 µM. recombinant PAFAH1B2, FP-rhodamine activity probe, fluorescence polarization. P68402;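 active = inhibition above the mean of all tested compounds plus 3 SD, cut at about 24% in these data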;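 also: 0% = enzyme with DMSO and 100% = wells lacking PAFAH1B2; many of its hits are not listed in these tables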
* marks the source's active call; other numbers are inactive results; . = no result given. A portion of the library; rates above refer to the full screens.

Structure,pPAFAH inh,PAFAH1B3 FP inh,PAD4 inh,LYPLA1 inh,PREPL inhibitor,PAFAH1B2 inh,GSTO1 inh,LYPLA2 inh,PAFAH2 inh
CCN(c1ccccc1)S(=O)(=O)c1cc(C(=O)NCC(c2ccco2)N2CCCCC2)ccc1C (stereo unspecified),15,8,-9,.,19,6,.,.,-3
O=C(CSc1ncnc2nc[nH]c12)NCCc1ccccc1,-5,2,-4,0,-12,1,4,-2,4
Cn1c(=O)oc2cc(S(=O)(=O)N3CCC(C(=O)N4CCN(c5ccc(F)cc5)CC4)CC3)ccc21,1,9,-3,-2,6,2,-3,44*,-2
Cc1cc(NC(=O)C2CCN(S(=O)(=O)Cc3ccccc3)CC2)ccc1-n1cnnn1,-2,3,4,-10,-5,2,4,-5,-7
COc1ccc(S(=O)(=O)N2CCC(C(=O)NCC3CCCO3)CC2)cc1C (stereo unspecified),-1,6,4,-1,4,3,3,4,-7
Cc1cc(N2CCC(C)CC2)nc(-n2nc(C)cc2C)n1,5,0,4,1,6,6,7,-3,-1
CCCC(=O)c1ccc(N2CCN(C(=O)c3ccc(Br)cc3)CC2)c(F)c1,1,7,-2,3,1,1,-4,39*,1
COCCNC(=S)Nc1ccccc1[N+](=O)[O-],5,0,0,-2,0,10,9,0,14
CCOc1ccccc1NC(=O)COc1cccc(-n2cnnn2)c1,0,5,-5,2,16,8,0,2,1
C/C(=N\NC(=O)Nc1ccccc1)c1ccccc1,1,3,-1,-2,12,1,1,9,2
O=C1CCCN1CCCn1cnc2c([nH]c3ccc(F)cc32)c1=O,2,3,-3,2,2,2,12,-1,-7
CCCC(=O)N(CC(=O)Nc1sc(C)c(C)c1C(N)=O)Cc1ccccc1,5,0,-2,-1,-4,-3,6,-1,0
COc1ccc2[nH]c(=O)c(CN(Cc3ccco3)C(c3nnnn3Cc3ccccc3)C(C)C)cc2c1 (stereo unspecified),-3,6,-7,1,7,6,-2,-5,2
CSc1nnc2c(n1)c(C)nn2-c1ccc(C)cc1,9,4,1,3,2,-2,0,2,3
O=C(CCS(=O)(=O)c1ccc(Cl)cc1)NCCc1c[nH]c2ccccc12,6,4,2,-4,-6,8,9,1,5
O=C(Nc1nc(-c2ccco2)c(-c2ccco2)s1)C1CC(=O)N(c2ccc3c(c2)OCCO3)C1 (stereo unspecified),47*,-2,-5,-15,7,4,1,-16,21
COc1ccc(CN2CCN(c3ccccn3)CC2)c(OC)c1,-1,0,0,-1,24,4,-3,-6,0
Cc1ccc(C(=O)NC(C)C(c2cccs2)N2CCCC2)s1 (stereo unspecified),-5,6,-11,0,1,-2,-17,-2,0
Cc1ccc(C)c(NC(=O)c2cc(S(=O)(=O)N3CCCCC3)c[nH]2)c1,8,7,-3,-2,-2,-4,2,0,4
O=[N+]([O-])c1ccccc1NCc1ccccc1Cl,9,0,3,-3,-4,3,1,10,-2
COc1cccc2cc(C(=O)C3=C(O)C(=O)N(Cc4ccco4)C3c3cccnc3)oc12 (stereo unspecified),14,11,-2,0,1,5,-3,1,16
Cc1nnc(N(Cc2ccco2)C(=O)c2ccno2)s1,1,9,-2,1,2,5,-2,6,-12
COc1ccc(OCCCC(=O)Nc2nc(-c3ccccn3)cs2)cc1,2,14,2,4,4,3,-1,7,2
COC(=O)c1ccccc1NC(NC(=O)c1ccco1)C(=O)c1ccccc1 (stereo unspecified),1,8,-2,0,-10,3,1,-4,2
CCOC(=O)N1CCC(=NNS(=O)(=O)c2cccc([N+](=O)[O-])c2)CC1,2,5,0,0,10,5,9,2,-2
O=C(O)c1ccc(N=NN2CCCCC2)cc1,5,.,-2,0,5,.,7,-4,.
CCN(CC)CCNC(=O)C(C)c1nn(CC)c(=O)c2ccccc12 (stereo unspecified),7,3,-2,0,-6,0,-3,-3,-4
CCOC(=O)N1CCC(NC(=O)c2cnn3ccccc23)CC1,0,9,-2,3,10,2,3,5,9
CCOC(=O)C=Nc1c(N)n(C)c(=O)n(C)c1=O,2,-3,-3,-1,-5,4,0,-1,1
C=CCNC(=O)CN(c1ccccc1OCC)S(=O)(=O)c1ccc(C)cc1,5,2,-1,3,-1,-3,2,1,-1
COc1ccccc1NC(=O)Cn1nc(-c2ccncc2)nc1SCC(=O)NC1CCCC1,-2,9,0,0,4,1,5,6,-3
CCOC(=O)C1CCN(S(=O)(=O)c2cc(F)ccc2OC)CC1,-3,8,0,-4,-8,0,-3,-7,1
Cc1cccc(NC(=S)NCC23C=CC(O2)C2C(=O)N(c4ccc(Cl)cc4)C(=O)C23)c1 (stereo unspecified),6,-1,-1,-5,-27,10,2,-2,-7
CC(Sc1nnc(-c2ccccc2Br)n1-c1cccc(C(F)(F)F)c1)C(N)=O (stereo unspecified),-1,7,1,0,5,5,5,-1,5
O=S(=O)(c1ccccc1)N(CC1CO1)c1ccccc1 (stereo unspecified),2,14,0,8,4,9,71*,10,4
COc1ccc(S(=O)(=O)N2CCOCC2)cc1C(=O)N1CCCC1,4,9,1,-3,-3,-4,5,-2,2
Cc1oc(-c2ccc(Cl)cc2)nc1CN1CCCC(C(=O)NCc2ccco2)C1 (stereo unspecified),9,4,-1,0,-5,1,2,8,4
CCC(C)N(C(=O)Cn1cnc2c1c(=O)n(C)c(=O)n2C)C1CCS(=O)(=O)C1 (stereo unspecified),4,-2,3,0,-1,-1,-7,3,-2
O=[N+]([O-])c1ccc(N2CCCCC2)c(Cl)c1N1CCCCC1,2,9,0,-2,3,0,4,-3,-4
COCC(=O)NNC(=O)c1ccccc1OC,4,13,-1,0,-3,0,-5,-6,1
COCCn1c(SCC(=O)c2cccc(OC)c2)nnc1-c1ccco1,5,2,2,-2,6,-5,8,-13,1
COc1cc(OC)cc(C(=O)N2CCN(C3CCCCC3)CC2)c1,-2,12,-2,2,-8,2,2,2,5
CCOC(=O)C1CCCN(C(=O)CCNS(=O)(=O)c2ccc3c(c2)CCC(=O)N3)C1 (stereo unspecified),3,3,0,1,11,1,1,-2,2
CCCCCCOC(=O)CCc1c(C)nc(N)[nH]c1=O,-7,4,-4,-3,0,4,-4,-1,13
CCOc1ncccc1C(=O)OCC(=O)Nc1cc(S(=O)(=O)N2CCOCC2)ccc1Cl,14,2,1,-1,5,-3,1,8,44*
COc1ccc(N2CCN(C(=O)c3ccc(C)c(Cl)c3)CC2)cc1,8,7,-4,-1,14,1,-9,7,-6
COc1ccc(CCOC(=O)c2ccc(N)c([N+](=O)[O-])c2)cc1,20,-10,-3,-3,8,0,-5,7,-15
Nc1ccc(-c2nc3ncccc3o2)c(O)c1,6,4,-1,2,-7,3,22,1,5
O=C(N/N=C\c1ccc(COc2ccc([N+](=O)[O-])cc2)o1)c1ccc(Cl)cc1,-2,-24,-1,-14,-17,-9,-21,-32,-28
Cc1noc(C)c1NC(=O)NCCN1CCN(Cc2ccccc2)CC1,-6,4,1,1,0,9,9,-4,8
Cc1cc(C(=O)COC(=O)Cc2n[nH]c(=O)c3ccccc23)c(C)n1-c1ccc2c(c1)OCCO2,11,-3,-2,-2,2,0,-7,-4,0
COc1ccc(N=CC2=C(O)CC(c3ccccc3)CC2=O)c(OC)c1 (stereo unspecified),11,-7,0,-3,39,3,-2,-2,3
O=C(CSc1ccccc1F)NNC(=O)c1cncc(Br)c1,6,3,0,.,12,11,.,.,4
CCOC(=O)c1c(-c2ccccc2)n(C)c2ccc(O)cc12,3,11,2,1,4,7,-2,2,-1
COc1ccc(C)cc1-n1c(C)cc(C=O)c1C,0,1,-1,-3,0,5,3,-8,-6
CC(=O)N1C(O)CC(C)N1c1ccccc1 (stereo unspecified),2,7,5,-5,0,3,-1,-6,-1
CCN(C(=S)Nc1cccnc1)c1ccccc1,4,10,1,1,-6,0,-7,4,2
CCN1CCN(Cc2c(O)ccc3c2O/C(=C\C=C\c2ccccc2OC)C3=O)CC1,0,4,-7,2,6,1,4,-3,19
Cc1ccc(CCNC(=O)C2CC(c3ccccc3[N+](=O)[O-])=NO2)cc1 (stereo unspecified),2,-5,2,-1,15,14,3,4,-1
Cc1ccc(CSCC(=O)N2CCN(c3ccc(F)cc3)CC2)cc1,11,-3,6,-1,-61,9,2,1,-2

Other records.
Structure,pPAFAH inh,PAFAH1B3 FP inh,PAD4 inh,LYPLA1 inh,PREPL inhibitor,PAFAH1B2 inh,GSTO1 inh,LYPLA2 inh,PAFAH2 inh
COCCN(C(=S)Nc1cccc(OC)c1)C1CCN(C(C)C)CC1,0,3,3,2,9,5,5,1,-2
COc1ccc(S(=O)(=O)N2CCOCC2)cc1NC(=O)CSc1nnc(C2CC2)n1C,6,3,0,.,9,-3,.,.,-1
CCCC(=O)C1=C(O)C(C(=O)OC)C(C)(C)CC1=Nc1ccc(OC)cc1 (stereo unspecified),1,-1,-3,-5,1,6,0,1,-2
CC(=C\c1ccccc1)/C=C1/SC(=O)N(CCCC(=O)Nc2ccc(C(=O)O)cc2)C1=O,1,12,-4,-8,-22,6,-24,-5,11
COc1ccc(C(=O)COC(=O)Cn2c(C)csc2=O)c(OC)c1,-1,5,3,2,12,0,5,-1,6
COC(=O)c1cc2occc2n1Cc1nc(-c2ccccc2F)oc1C,-1,5,-7,1,-24,0,1,9,-2
COc1ccc(CC(=O)NNC(=O)c2ccoc2C)cc1OC,-1,-2,-1,0,-2,-1,0,-2,9
C[C@H](CO)N1C[C@H](C)[C@@H](CN(C)S(C)(=O)=O)Oc2ccc(NC(=O)NC3CCCCC3)cc2C1=O,12,8,2,.,7,11,.,.,3
COc1ccc(CC2(CO)CCN(Cc3cnc(-c4ccccc4C)nc3)CC2)cc1,4,3,4,2,19,2,6,4,-1
Clc1ccc(Cc2nc(-c3cccnc3)no2)cc1,5,-1,-1,2,3,5,-4,6,-1
CC(C)n1cnnc1SCC(=O)NC(=O)c1ccccc1,2,4,1,-1,1,1,0,6,0
CC(=O)Nc1ccc(S(=O)(=O)NCc2ccc3[nH]c(C)cc3c2)cc1,13,-5,-2,2,-1,-2,-1,8,10
Cc1cccc(-n2ncc3c(NCc4cccnc4)ncnc32)c1,-1,-2,-3,5,-4,-3,-7,7,1
COc1ccc(-c2csc(N3C(=O)C4C5c6ccccc6C(c6ccccc65)C4C3=O)n2)cc1 (stereo unspecified),4,2,-3,-4,2,0,4,-6,-1
COc1ccc(S(=O)(=O)N2CCN(CC(O)COc3ccc(C#N)cc3)CC2)cc1OC (stereo unspecified),4,9,-1,-5,8,1,2,1,3
Cc1ccc(NC(=O)COC(=O)C2CC(=O)N(Cc3ccccc3)C2)cc1F (stereo unspecified),6,8,1,-2,0,-4,18,-1,6
Cc1ccc(C(=O)c2sc(Nc3ccccc3)c(C#N)c2N)cc1,24,-3,-4,6,18,6,-1,7,7
COc1ccc(CNCCC(c2ccccc2)c2ccc3c(c2)OCO3)cc1 (stereo unspecified),5,11,-2,-1,-4,10,-3,6,6
